Compound activity (PubChem BioAssay)
PfHsp40 yeast – rescue of yeast from PfHsp40 toxicity, primary screen, S. cerevisiae, ATP luminescence; S. cerevisiae expressing PfHsp40, growth rescue; growth rescue, % at 12.5 µM; 340,000 compounds, 0.68% hits; in the data active means growth rescue above about 28%, passing the limit was not always enough; inconclusive means no clear call, values can overlap the other calls;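 further: yeast W303a lacking pdr1 and pdr3 grown in galactose medium; growth measured after three days at 30 °C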
Yp Topo-I inh – Yersinia pestis topoisomerase I inhibitors, primary screen, biochemical, cleavage product accumulation, plate reader, single point; Y. pestis Topo-I cleavage product accumulation; AID 504884, 2011; 360,000 compounds, 0.064% hits; activity, % at 10 µM; DNA topoisomerase I (Yersinia pestis CO92); in the data active means activity above about 50%, passing the limit was not always enough; inconclusive means no clear call, values can overlap the other calls; further: inactives centre near 2
SARS 3CLpro inh – SARS-CoV 3CLpro protease inhibitors, primary screen, biochemical, quenched FRET; Replicase polyprotein 1ab (Severe acute respiratory syndrome coronavirus), P0C6X7; AID 1706, 2009; recombinant SARS-CoV 3CLpro, quenched FRET peptide cleavage; inhibition, % at 6 µM; 290,000 compounds, 0.14% hits; in the data active means inhibition above about 12%
PriA SSB inh – inhibitors of Klebsiella pneumoniae PriA binding to SSB C-terminal tail, primary screen, biochemical, AlphaScreen; 430,000 compounds, 0.6% hits; inhibition, % at 33 µM; AlphaScreen SSBct-PriA binding, biotinylated peptide; PriA–SSB C-terminal tail interaction (Klebsiella pneumoniae); AID 1272365, 2023; in the data active means inhibition mostly above about 37%, no sharp cut-off; inactive means mostly below about 20%;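 further: plate controls were negative control peptide for no effect and reference peptide for full effect; strong numbers were not always called active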
Anthrax LF inh2 – Bacillus anthracis LF protease inhibitors, primary screen, biochemical, multiplex microsphere, MLPCN library | multiplex microsphere protease cleavage assay | inhibition, % at 10 µM | 360,000 compounds, 0.12% hits | Lethal factor (Bacillus anthracis), P15917; further: plate controls were buffer without enzyme for full effect and enzyme alone for no effect
Target sequence (P15917 whole entry, looked up): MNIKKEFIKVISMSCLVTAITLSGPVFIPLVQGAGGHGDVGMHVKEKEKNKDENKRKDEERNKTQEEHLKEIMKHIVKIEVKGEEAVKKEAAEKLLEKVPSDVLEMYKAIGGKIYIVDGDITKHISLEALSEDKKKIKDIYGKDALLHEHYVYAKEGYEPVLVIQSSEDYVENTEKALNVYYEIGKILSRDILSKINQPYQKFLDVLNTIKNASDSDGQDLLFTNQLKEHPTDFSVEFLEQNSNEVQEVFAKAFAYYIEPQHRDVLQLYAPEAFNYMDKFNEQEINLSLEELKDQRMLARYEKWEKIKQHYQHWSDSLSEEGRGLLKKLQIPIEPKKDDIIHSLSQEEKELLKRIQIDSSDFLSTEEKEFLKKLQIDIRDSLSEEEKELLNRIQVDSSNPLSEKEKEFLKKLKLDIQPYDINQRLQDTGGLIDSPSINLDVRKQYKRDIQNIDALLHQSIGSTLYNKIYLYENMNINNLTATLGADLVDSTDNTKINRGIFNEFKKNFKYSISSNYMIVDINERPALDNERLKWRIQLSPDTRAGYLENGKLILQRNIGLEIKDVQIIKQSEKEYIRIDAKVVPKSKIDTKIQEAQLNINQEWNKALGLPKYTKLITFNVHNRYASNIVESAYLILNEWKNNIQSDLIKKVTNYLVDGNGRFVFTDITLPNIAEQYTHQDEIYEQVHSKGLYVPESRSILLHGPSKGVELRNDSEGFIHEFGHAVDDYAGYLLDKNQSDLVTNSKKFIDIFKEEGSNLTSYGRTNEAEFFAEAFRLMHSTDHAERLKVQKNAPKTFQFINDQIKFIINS
TcdB GH inh – TcdB glycohydrolase inhibitors, primary screen, biochemical, single point, plate reader | AID 652162, 2013 | TcdB glycohydrolase enzymatic assay | 350,000 compounds, 0.24% hits | Toxin B (Clostridioides difficile), P18177 | inhibition, % at 9.99 µM; in the data active means inhibition above about 10%
BH1578 lux ind – inducers of Vibrio cholerae quorum light production without autoinducers, primary screen, BH1578 luxS cqsA deficient, single point; V. cholerae BH1578 lux reporter, luminescence, 6 h; activation, % at 18.7 µM; 350,000 compounds, 0.16% hits; AID 588436, 2011; in the data active means activation mostly above about 9.7%, no sharp cut-off; inconclusive means no clear call, values can overlap the other calls; inactive means mostly below about 3.7%; further: not every result past the cut was called active; inactives centre near 0; reference of the scale not given here
PrPC surface inh – inhibitors of human cell surface prion protein PrPC, primary screen, cell-based, TR-FRET. Major prion protein (Homo sapiens), P04156. TR-FRET read-out. 370,000 compounds, 0.43% hits. inhibition, % at 13.8 µM. AID 720596, 2013; in the data active means inhibition above about 24%; further: 0% = median of the test wells and 100% = reference compound wells
BoNT A protease – BoNT/A light chain protease inhibitors, primary screen, biochemical, flow cytometry, MLPCN library | Botulinum neurotoxin type A light chain protease (Clostridium botulinum A str. ATCC 3502) | multiplex microsphere protease substrate cleavage | inhibition, % at 10 µM | 360,000 compounds, 0.17% hits; further: plate controls were buffer without enzyme for full effect and enzyme alone for no effect
* hit, by the source's call; i = inactive; ? = inconclusive; · = no result given. Unless noted, no stated cut-off is given here; in the data, active means inhibition above about 30%; inconclusive means no clear call, values can overlap the other calls; inactive means below that. Some of the compounds tested (hit frequency here may not be typical).

Compound	Anthrax LF inh2	BoNT A protease	Yp Topo-I inh	PfHsp40 yeast	BH1578 lux ind	SARS 3CLpro inh	PriA SSB inh	PrPC surface inh	TcdB GH inh
CCOC(=O)CC(NC(=O)c1cccs1)c1ccc(OCC)cc1 (stereo not drawn)	1	0.8	-4	-1.7	-0.3	-5	-22	-7	·
OC[C@@H]1[C@@H](c2ccc(Cl)cc2)C(c2ccccc2)=NN1c1ccccc1	2	0.5	-22	1.8	0.9	·	-31	9	0.8
Cc1cc(OCC(=O)c2ccc(C(F)(F)F)cc2)n2cnnc2n1	3	?	0	-0.7	-0.5	2	-6	6	1.9
COc1ccc(OCC(=O)Nc2ccncc2)cc1	8	-0.6	4	-1.0	-0.3	6	-1	2	-0.3
CCOc1ccc(C(C)C)cc1S(=O)(=O)N1CCOCC1	-1	0.2	1	9.6	i	3	-31	-3	0.2
COc1ccccc1NC(=O)CSc1nnc(C)s1	-1	-0.6	8	-1.8	-0.1	-3	-3	0	1.4
CSc1nnc(N2C(=O)C(O)=C(C(=O)c3ccc(C)o3)C2c2ccc(C)cc2)s1 (stereo not drawn)	-1	1.9	38	-0.9	-0.6	2	5	0	1.1
CC12CC(O)C3c4ccc(O)cc4CCC3C1CC/C2=N\O (stereo not drawn)	-9	1.0	6	0.4	-0.8	-3	·	11	2.7
Cc1cc2c(c(C)c1Br)C(c1ccc3c(c1)OCO3)CC(=O)O2 (stereo not drawn)	-1	-0.8	23	1.8	-1.6	·	-3	-3	-2.6
O=C(O)c1sccc1Oc1ccc(F)cc1[N+](=O)[O-]	-4	-1.9	-3	-1.7	-0.5	1	-10	0	·
O=C(CSc1nnc(CNC(=O)c2ccco2)o1)Nc1cccc(Cl)c1	0	-1.3	-3	0.6	0.1	-1	3	5	1.0
COc1ccccc1/C=C/C(=O)c1ccccc1	-2	-9.7	25	1.3	-0.9	0	-2	-2	-1.2
COc1cc(C(=O)Nc2nnc(CC(C)C)s2)c([N+](=O)[O-])cc1OC	0	-0.6	-4	-1.3	i	3	-8	3	-0.6
COC(=O)Nc1ccc(S(=O)(=O)N2CCCC(C(=O)N3CCCCC3)C2)cc1 (stereo not drawn)	4	-0.8	-2	-0.5	-0.4	0	3	6	1.9
COc1cc(/C=N/NC(=O)Nc2ccccc2)ccc1OCCOc1ccccc1C	-15	11	21	-0.1	-1.8	3	·	-5	·
COC(=O)C1C(c2ccc(OC)cc2)C(C(=O)OC)S(=O)(=O)C(CCN2CCCCC2)S1(=O)=O (stereo not drawn)	-8	-0.9	8	-2.2	i	2	-3	-2	0.7
COc1ccccc1-c1c(C(F)(F)F)oc2cc(OC(=O)c3cccc([N+](=O)[O-])c3C)ccc2c1=O	-6	-0.4	2	0.6	-0.2	2	2	-1	·
CCOC(=O)C(=O)N1CCN(c2ccccc2OC)CC1	0	-0.2	-3	1.7	4.2	3	3	6	1.6
CCN(c1ccccc1)S(=O)(=O)c1ccc(C(=O)OC(C)C(=O)NCCC2=CCCCC2)cc1 (stereo not drawn)	7	0.4	45	1.8	-0.2	2	-10	-3	·
O=C(NNC(=O)c1cc2cc(OC(F)(F)F)ccc2[nH]1)c1ccc(Cl)cc1	-3	-0.5	9	·	i	2	-13	0	0.6
O=C(Cc1ccccc1)NNc1ccc2ccccc2c1	4	-0.2	3	0.4	-3.6	0	-4	30*	0.8
Cc1ccc(NC(=O)CCN2C(=O)NC3(CCCC3)C2=O)cc1S(=O)(=O)N1CCOCC1	8	-0.4	6	0.1	i	·	-1	-3	0.4
Cc1cc(C)c(C#N)c(Nc2ccccc2F)n1	-7	-0.4	-10	-0.7	-0.4	-4	-33	9	-0.1
Cc1nc(N/N=C/c2ccc(O)cc2)c2cnn(-c3ccccc3)c2n1	2	0.3	0	1.1	-0.2	7	·	11	2.2

3 entries drawn at random from those above, as already listed:
Compound	Anthrax LF inh2	BoNT A protease	Yp Topo-I inh	PfHsp40 yeast	BH1578 lux ind	SARS 3CLpro inh	PriA SSB inh	PrPC surface inh	TcdB GH inh
CCN(c1ccccc1)S(=O)(=O)c1ccc(C(=O)OC(C)C(=O)NCCC2=CCCCC2)cc1 (stereo not drawn)	7	0.4	45	1.8	-0.2	2	-10	-3	·
COc1ccc(OCC(=O)Nc2ccncc2)cc1	8	-0.6	4	-1.0	-0.3	6	-1	2	-0.3
CCOc1ccc(C(C)C)cc1S(=O)(=O)N1CCOCC1	-1	0.2	1	9.6	i	3	-31	-3	0.2

Following part
Compound	Anthrax LF inh2	BoNT A protease	Yp Topo-I inh	PfHsp40 yeast	BH1578 lux ind	SARS 3CLpro inh	PriA SSB inh	PrPC surface inh	TcdB GH inh
O=C(CSc1nnc(Cc2ccccc2)c(=O)[nH]1)Nc1ccccc1	-1	0.7	-2	0.6	1.8	·	-3	7	1.1
CCN(CC)S(=O)(=O)c1cccc(NC(=O)c2ccccc2Br)c1	-8	-1.1	-5	0.1	-0.4	4	-5	-1	0.8
NC(=O)C1=NOC(CNc2ncc(C(F)(F)F)cc2Cl)C1 (stereo not drawn)	0	0.2	1	0.0	i	4	-5	-10	·
O=C(CN1CCC(n2nnc3cc(F)ccc32)CC1)N1CCCc2ccccc21	10	-1.7	33	-1.1	i	5	1	-1	·
CC(C)CC(=O)Nc1c2c(nn1-c1ccc(F)cc1)CS(=O)C2 (stereo not drawn)	-2	1.7	-4	-1.1	i	1	-8	9	-1.1
Cc1ccc(NC(=O)CN(C)C(=O)Nc2ccc(C)cc2)cc1	0	1.4	5	-0.6	-4.5	-10	1	1	1.4
COc1cccc(N2[C@@H](CC(=O)O)c3cc(C(F)(F)F)ccc3S2(=O)=O)c1	-5	0.7	2	0.0	i	·	-7	-3	2.2
FC(F)(F)c1cc(-c2ccco2)nc(-n2cnc3ccccc32)n1	-2	-0.5	2	-0.1	-0.3	-3	-3	8	·
Cc1ccc(N(CC(=O)NCc2ccco2)C(=O)CCC(=O)Nc2ccccn2)cc1C	0	-0.1	17	0.2	-0.5	-2	-8	6	·
COC(=O)c1c(NC(=O)c2ccccc2F)sc2c1C(C(=O)OC)CC2 (stereo not drawn)	1	0.3	9	0.8	i	7	-19	10	0.8
CCN(CC)CCNC(=O)c1ccc(NC(=O)c2ccc(-n3cncn3)c([N+](=O)[O-])c2)cc1	-7	-1.6	-19	·	i	·	·	-41	0.7
COc1cc(C(=O)NCCC(=O)N2CCN(C)CC2)cc(OC)c1OC	-2	-0.4	-7	0.1	-0.2	-1	-7	1	0.1
O=C(O)C1CCN(C(=O)c2ccc(Cl)cc2)CC1	-2	0.3	-2	-0.5	i	-1	-13	-1	·
CC(=O)c1cccc(NC(=S)NC(=O)c2ccc(Br)cc2)c1	-7	-0.8	14	0.7	-1.5	6	-3	4	·
COC(=O)C1=C(c2ccc(OCc3ccccc3)cc2)C[C@@H]2CC[C@H]1N2C(=O)NCCCCc1ccccc1	-4	-0.5	31	·	0.6	·	·	1	0.8
CN(/N=C/c1ccc(-c2ccc([N+](=O)[O-])cc2)o1)c1ccccc1	19	7.5	-16	-0.9	i	0	·	3	1.6
CC(=O)OCn1nnc2ccccc2c1=O	6	-1.0	-2	-0.8	-0.5	3	-6	-1	·
Cc1ccc2c(c1)C1C[N+](C)(CC(=O)c3ccc(Cl)cc3Cl)CCC1N2C(=O)c1ccc(F)cc1 (stereo not drawn)	0	-0.8	-3	0.9	1.6	·	0	-10	1.4
CCCN(CC(=O)Nc1cc(Cl)ccc1Cl)C(=O)/C=C/c1ccco1	2	0.6	14	0.4	-0.4	0	-16	8	·
CC(NC(=O)Cn1cccc1C(=O)c1ccccc1)c1ccccc1 (stereo not drawn)	1	-1.2	7	2.3	-2.4	1	-4	1	-0.7
CCN(CC(=O)Nc1cc(S(=O)(=O)N2CCOCC2)ccc1C)Cc1ccccc1	?	?	12	-1.1	i	·	5	7	4.3
CCN1CCN(S(=O)(=O)c2c[nH]c(C(=O)OC)c2)CC1	-6	-0.4	1	0.3	i	-3	-8	0	-1.5
COc1cccc(NC(=O)COC(=O)C2CC2)c1	·	·	-1	-1.1	-0.9	·	-5	2	0.8
CCc1ccc(NC(=O)CN(c2cc(C)cc(C)c2)S(=O)(=O)c2c(C)[nH]c(=O)[nH]c2=O)cc1	1	1.4	-3	-0.6	i	6	-2	·	·
CCCCN(C=O)c1c(CC)nc2ccc(C(=O)Nc3cc(-c4ccccc4)ccc3OC)cn12	-2	-0.3	6	·	-0.3	·	·	12	-8.9
CN(C(=O)COC(=O)CN1C(=O)c2cccc([N+](=O)[O-])c2C1=O)c1ccccc1	·	·	-8	-0.4	i	·	-15	-9	2.2
C/C(=N/NC(=O)CNC(=O)Cc1ccc(Cl)cc1)c1ccco1	-6	-1.6	-2	·	-1.2	0	·	8	1.1
O=C(OCc1ccc(COC(=O)c2ccc(O)cc2)cc1)c1ccc(O)cc1	12	-4.2	-19	-0.4	-0.5	9	-6	·	·
CCCCc1c(-c2cccc(OC)c2)ncn1CCc1ccccc1OC	-6	-0.7	·	·	·	·	·	4	1.3
COCC(=O)N1CCCC(C(=O)c2ccc(C(F)(F)F)cc2)C1 (stereo not drawn)	-15	0.9	5	-0.9	-0.6	1	6	2	-0.5
CCOC(CNC(=O)c1ccc2nc(N3CCC(C)CC3)sc2c1)OCC	-1	0.1	13	5.0	-3.8	0	-8	5	·
Cc1cccc(N2C(=O)SC(N(CC(=O)O)c3cccc(C)c3)C2=O)c1 (stereo not drawn)	1	0.7	2	0.3	-0.3	-2	6	-2	1.7
O=C(NC1CCC(c2ccccc2)CC1)c1cccnc1 (stereo not drawn)	0	0.2	6	0.3	-1.6	6	-4	5	0.1
O=C(Cc1cccs1)Nc1ccccc1NC(=O)Cc1cccs1	-5	-0.3	-1	-0.4	-0.5	0	-12	3	·
